Cav32 inh = blocks human Cav3.2 T-type calcium channel | Cav3.2-expressing cells, Fluo-4 calcium fluorescence FDSS; active compounds read low | B-score at 10 µM | 100,000 tested, 4% active | O95180;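 active means single-dose well whose peak fluorescence ratio is a statistical outlier from its plate by either plate-standardised score or position-corrected B-score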
Numbers without * were called inactive. Not all compounds are listed; the hit share may differ from the screen's.

SMILES | Cav32 inh
CC1CCc2c(sc(NC(=O)c3ccc(-c4ccccc4[N+](=O)[O-])o3)c2C#N)C1 (configuration not stated) | -0.35
O=C(CC1c2ccccc2Oc2ccccc21)N1CCN(c2ccccn2)CC1 | -1.9
Cc1ccccc1-n1c(=O)cc(NCC2CCCO2)[nH]c1=O (configuration not stated) | 1.2
Cc1c(OC(=O)CNC(=O)OC(C)(C)C)ccc2c3c(c(=O)oc12)CCC3 | 0.21
O=C1Nc2cc3c(cc2Sc2ccccc21)OCCO3 | -0.49
O=c1[nH]nc(Cc2ccc(Cl)cc2)c2ccccc12 | 1.3
COc1ccc2c(c1OC)C(=O)N(c1ncn[nH]1)C2 | -0.7
CCOc1ccc(NC(=O)c2ccccc2CO)cc1 | 0.14
Cc1cc(/C=C(/C#N)C(=O)Nc2ccccc2)c(C)n1-c1cccnc1 | 1.2
Brc1ccc(OCCn2ccnc2)cc1 | 0.3
COc1ccc(-n2cnnc2SCC(=O)Nc2ccc(N3CCOCC3)cc2)cc1 | 0.34
CC12CCC(C(=O)N3CCCCCC3)(OC1=O)C2(C)C (configuration not stated) | -0.21
CCCCCC(=O)Nc1cccc(C2=NOC3(C2)C[C@H](C(N)=O)N(C(=O)CC#N)C3)c1 (some centres not stated) | 0.41
O=C(CSc1nnc(-c2ccc(O)cc2)n1Cc1ccco1)N1CCc2ccccc2C1 | 0.58
O=C(NCCCN1CCN(Cc2ccccc2)CC1)C1CCN(S(=O)(=O)N2CCCC2)CC1 | 0.24
CC(C)NC(=O)c1ccc2c(=O)n(Cc3ccco3)c(=S)[nH]c2c1 | 0.07
Cc1nc2c(C(=O)NCCC(C)C)c[nH]n2c(=O)c1Cc1ccccc1F | -5.2*
c1cnc(-c2nnc3n2CCCCC3)cn1 | -2.5
O=C(NCc1ccccn1)c1c(O)c2cccc3c2n(c1=O)CC3 | 1
Cc1ccc(C(=O)NC(=S)Nc2ccc(S(=O)(=O)N(C)c3ccccc3)cc2)cc1 | -2.3
COc1ccc(-c2nnc(SCC#CCO)o2)cc1OC | 0.47
COc1ccc(C)cc1S(=O)(=O)N(CC(=O)N1CCOCC1)Cc1ccccc1 | 0.17
CCc1nc(SCC(=O)c2ccc(Cl)s2)c2oc3ccccc3c2n1 | -1.3
CN(C1CCCCC1)S(=O)(=O)c1ccccc1 | -0.025
CCC(Oc1ccc2ccccc2c1)C(=O)O (configuration not stated) | 0.45
c1cnc(N2CCSCC2)nc1 | 0.088
Cc1cccc(N(CC(=O)N/N=C/c2cc([N+](=O)[O-])ccc2Cl)S(C)(=O)=O)c1C | -5.5*
COc1ccc(CNC(=O)c2ccc3nccnc3c2)cc1 | 0.7
c1ccc(Cc2nn[nH]n2)cc1 | -0.0042
Cc1ccc(SCCN2CCN(CCc3ccccc3)CCC2=O)cc1 | 0.056
CCc1c(C(=O)Nc2cc(C)cc(C)c2)[nH]c(C)c1C(C)=O | -0.49
COC(=O)c1ccc(CSc2nc(C)nc3c2c(=O)n(C)c(=O)n3C)o1 | 0.91
CC(=O)c1ccc(-c2ccccc2[C@H]2[C@H]3C=CC[C@@H](C)[C@@H]3C(=O)N2Cc2ccccc2)cc1 | -0.78
COc1cc(NC(=O)Cc2nn(C)c(=O)c3ccccc23)cc(OC)c1 | -0.011
COc1cccc(CNC(=O)C2CCN(C(=O)N(C)C)CC2)c1 | -0.37
O=C(Cn1cc2c(n1)CCCCC2)N1CCCCC1 | 0.11
CCOC(=S)N/C(=N\S(=O)(=O)c1ccc(C)cc1)c1ccccc1 | 1.4
c1cncc(-c2nnc3sc(-c4ccco4)nn23)c1 | 0.8
COc1ccc(-c2[nH]c(-c3ccc(F)cc3)nc2SCC(=O)NCc2ccco2)cc1OC | 0.52
O=C1Cc2ccccc2C(=O)N1Cc1ccccc1 | 0.69
C=CCNC(=O)c1onc(CSc2ccccc2)c1C(=O)NCC=C | 0.27
Cc1ccc(Cl)c(OCC(=O)NCc2ccco2)c1 | -0.17
COc1ccc(CCNC(=O)c2cnc3ccccn3c2=O)cc1 | 1.2
COc1ccc(C(O)Cn2c(=N)n(CCCN(C)C)c3ccccc32)cc1 (configuration not stated) | 0.049
CCOC(=O)C1=C(C)NC(=O)NC1c1cn(-c2ccccc2)nc1-c1cccs1 (configuration not stated) | -0.99
CCCCc1nnc(NC(=O)C(C)Sc2nc(C)cc(=O)[nH]2)s1 (configuration not stated) | 1
Cc1cc(C)c(Cn2c(=O)n(CCCC(=O)NCc3ccco3)c(=O)c3sccc32)c(C)c1 | 0.64
COc1cc2c(cc1NC(=O)c1cccc(Br)c1)CCCC2 | -0.35
CN(C)c1ccc(-c2cc([C@H]3[C@@H]4C=CCC[C@@]4(C)C(=O)N3Cc3ccccc3)ccc2F)cc1 | 0.0068
CC(C)(C)NCC1(CO)SC(N)=NC1=O (configuration not stated) | 0.45

Laid out differently: four of the compounds above
Compound	Cav32 inh
CC(C)(C)NCC1(CO)SC(N)=NC1=O (configuration not stated)	0.45
COc1ccc(C(O)Cn2c(=N)n(CCCN(C)C)c3ccccc32)cc1 (configuration not stated)	0.049
COc1ccc(CCNC(=O)c2cnc3ccccn3c2=O)cc1	1.2
Cc1cc(C)c(Cn2c(=O)n(CCCC(=O)NCc3ccco3)c(=O)c3sccc32)c(C)c1	0.64

Going on with the list.
SMILES | Cav32 inh
CC(C)OCCCNCc1cccs1 | 1.1
Cc1ccc(C2=CSC3=NS(=O)(=O)CCN23)cc1C | 0.0043
CN(C)C(CNS(=O)(=O)c1ccc(Br)cc1)c1cccnc1 (configuration not stated) | -0.98
O=C(OCC(=O)N1CCN(C(=O)c2ccco2)CC1)c1cc(=O)c2ccccc2o1 | 0.05
CC1(C)CC(=O)c2cc(OCC(=O)NCC3CCCO3)ccc2O1 (configuration not stated) | 0.3
CCn1cc(C(=O)NCc2ccco2)c(=O)c2cc(S(=O)(=O)N3CCCCCC3)ccc21 | -2.2
COCCn1c(SCc2nc3cc(OC)c(OC)cc3c(=O)[nH]2)nnc1-c1ccncc1 | 1.3
CCCOc1ccc(NC(=O)C2CCCNC2=O)cc1 (configuration not stated) | -0.16
CCOC(=O)c1c(NC(=O)CC(C)C)sc(C(C)=O)c1C | -2.6
Cc1ccc(C(=O)COC(=O)CNC(=O)c2ccco2)cc1 | -0.51

Six compounds from above, sorted by heavy-atom count, smallest number first.
SMILES | Cav32 inh
Brc1ccc(OCCn2ccnc2)cc1 | 0.3
c1cnc(-c2nnc3n2CCCCC3)cn1 | -2.5
CCC(Oc1ccc2ccccc2c1)C(=O)O (configuration not stated) | 0.45
COc1ccc(-c2nnc(SCC#CCO)o2)cc1OC | 0.47
CCOC(=S)N/C(=N\S(=O)(=O)c1ccc(C)cc1)c1ccccc1 | 1.4
COC(=O)c1ccc(CSc2nc(C)nc3c2c(=O)n(C)c(=O)n3C)o1 | 0.91

Next part.
SMILES | Cav32 inh
Cc1cc(C)nc(NC2=NCC(=O)N2c2ccc3c(c2)OCCO3)n1 | -1.1
Cc1ccc(Cl)c(OCC(O)CN(CCO)CCO)c1 (configuration not stated) | 0.64
Cc1cccc(OCCNc2nc3c(c(=O)n(C)c(=O)n3C)n2C)c1 | 1.7
COc1ccc(-n2nc3c(c2NC(=O)c2c(F)cccc2Cl)CS(=O)C3)cc1 (configuration not stated) | 0.76
O=C(c1ccccn1)N(Cc1ccco1)C1(C(=O)NC2CCCC2)CCCCC1 | -2.1
Cc1c(CCOC(=O)CC23CC4CC(CC(C4)C2)C3)sc[n+]1Cc1ccccc1 | 0.76
Cc1ccc(CSc2nc3c(c(=O)[nH]c(=O)n3C)n2CCC(C)C)cc1 | -0.17
CC(Sc1nc2ccccc2n1C)C(=O)NC(c1ccccc1)c1ccccc1 (configuration not stated) | -9.3*
CCCn1nnc(NC(=O)COc2cc(C)ccc2C(C)C)n1 | -0.17
CCOC(=O)Cc1csc(SCC(=O)Nc2cccc(Cl)c2)n1 | -3.8*
CCC(=O)N1CCN(c2ccc(Cl)cc2NC(=O)Cc2ccc(Cl)cc2)CC1 | -2.6
CCc1ccccc1NC(=O)CN(C)C(=O)CN1C(=O)NC2(CCCCCC2)C1=O | 0.00053
COc1ccc([C@H]2[C@@H]3C=CCC[C@@]3(C)C(=O)N2Cc2ccccc2)cc1Cl | -1
CCOc1ccc(CNCc2cccnc2)cc1 | 0.54
Cc1cc(C)cc(N(C(=O)Cc2cccs2)C(C(=O)NC2CCCC2)c2ccc(C)o2)c1 (configuration not stated) | 1.1
CS(=O)(=O)N(CC(=O)N1CCN(c2cccc(Cl)c2)CC1)c1ccccc1 | -1.9
O=C(c1ccc(C23CC4CC(CC(C4)C2)C3)o1)N1CCOCC1 | -2
O=C(O)c1cc(C2CC2)nn1-c1ccccc1 | -0.077
Cn1c(=O)oc2cc(S(=O)(=O)NCc3ccncc3)ccc21 | 0.31
Cc1cc(C)nc(SCC(=O)Nc2ncc3c(n2)CC(C)(C)CC3=O)n1 | -0.7
O=C(NCC1CCCO1)c1onc(CSc2ccccc2F)c1C(=O)O (configuration not stated) | -0.027
O=C(NCCOc1nc(N2CCCCC2)nc(N2CCOCC2)n1)Nc1ccccc1 | -1.7
COc1cc(-c2nn3c(-c4ccccn4)nnc3s2)cc(OC)c1OC | 1.1
CC(=O)C[C@H]1c2ccccc2S(=O)(=O)N1C1CCCCC1 | 0.92
Cc1c(NC(=O)C(C)Sc2ccc3ccccc3n2)c(=O)n(-c2ccccc2)n1C (configuration not stated) | -0.13
Oc1ccc2oc3c(c2c1/C=N/n1cnnc1)CCCC3 | -0.47
C(=N\c1nccs1)/c1cccnc1 | 1.7
c1ccc2c(c1)c1c3n2CCNC3CCC1 (configuration not stated) | 0.61
COc1ccc(C2CC(=O)C(C=NCCO)=C(O)C2)cc1OC (configuration not stated) | -0.29
N#Cc1c(N)nc(SCC(=O)C23CC4CC(CC(C4)C2)C3)c(C#N)c1-c1ccc(Cl)cc1 | 0.73
c1cncc(-c2nc3ccccc3o2)c1 | 0.74
CCOC(=O)CNC(=O)c1cn(CC(C)C)c(=O)c2cc(OC)c(OC)cc12 | 1
Cc1cc(C)c2nc(C(F)(F)F)nc(N3CCN(C(=O)c4ccco4)CC3)c2c1 | -4.3
COc1ccc(CCNC(=O)c2nnn(-c3ccccc3OC)c2N)cc1OC | 1.1
CC(=O)c1c(O)cc(C)n(Cc2ccccc2)c1=O | 0.0096
O=C(Nc1cccc(O)c1)c1ccc(Br)c(S(=O)(=O)N2CCCCC2)c1 | -0.41
Cc1nc2c(-c3ccc(F)cc3)c(C)nn2c(C)c1CCC(=O)N1CCN(c2ccccc2)CC1 | -0.52
O=C(NCc1cccnc1)/C(=C/c1ccc(-c2cccc(Cl)c2)o1)S(=O)(=O)c1ccccc1 | 0.89
O=C(NCCc1ccc(Cl)cc1)C1CCN(c2cnccn2)CC1 | 0.39
O=C(c1ccncc1)N1CCN(C(=O)c2ccco2)CC1 | 0.078
C=C1CCN([C@@H](C)C(=O)OCc2ccc(C)cc2)S(=O)(=O)c2ccccc21 | -1.3
O=C(NCN1CCN(CCO)CC1)c1cnccn1 | 0.42
O=C(CCCn1ncn2c(cc3occc32)c1=O)N1CCc2ccccc2C1 | 2.5
Cc1ccc(S(=O)(=O)N2CCC(=O)N(C(COCc3cccc(C)c3)Cc3ccccc3)CC2)cc1 (configuration not stated) | 1.6
O=C(COc1ccccc1)Nc1ccc(Cl)c(-c2nc3ncccc3o2)c1 | 0.024
CN(C)C(=O)N1CCN(C(=O)N2CCOCC2)CC1 | 0.75
COc1ccc(Cl)cc1N1C(=O)CC(N2CCc3ccccc32)C1=O (configuration not stated) | -0.99
COC(=O)C1CCN(C(=O)COc2cc3sc(C)nc3c3sccc23)CC1 | -0.52
O=C(O)COc1ccc(/C=N/NC(=O)C2CCCN2S(=O)(=O)c2ccc(Cl)cc2)cc1 (configuration not stated) | 0.43
CCOc1ccccc1NC(=O)c1ccc(S(=O)(=O)N2CCOCC2)cc1 | -3
Later entries.
SMILES | Cav32 inh
O=S(=O)(c1ccc(Cl)s1)N1CCN(C/C=C/c2ccccc2)CC1 | -1.2
O=S(=O)(c1cccc(-c2nnc(-c3cccnc3)o2)c1)N1CCCCC1 | 1.6
CCOC(=O)C1CCN(c2ncnc3c2cnn3-c2ccccc2)CC1 | -0.25
Cc1ccc(S(=O)(=O)NC(=O)NCc2ccc(Cl)cc2)cc1 | -4.5
Nc1nc2ccc(C(=O)Nc3ccccc3)cc2s1 | -0.071
CCc1nnc(NC(=O)CSc2nnc(-c3ccoc3C)n2-c2cccc(C)c2)s1 | -2.1
Nc1nc(SCC(=O)Nc2ccccc2Sc2ccc(Cl)cc2)n[nH]1 | -5.9*
COC(=O)C1=C2SC(C)C(=O)N2C(N)=C(C#N)C1c1cc(OC)c(OC)c(OC)c1 (configuration not stated) | -0.32
COc1ccc(S(=O)(=O)n2ccc(C)n2)cc1C | -1.7
CC(O)[C@H]1CN=C(N)N1CC(C)(C)C (some centres not stated) | -0.038

Quoted at random: 6 records from the list.
SMILES | Cav32 inh
COC(=O)C1=C2SC(C)C(=O)N2C(N)=C(C#N)C1c1cc(OC)c(OC)c(OC)c1 (configuration not stated) | -0.32
COc1ccc(S(=O)(=O)n2ccc(C)n2)cc1C | -1.7
O=S(=O)(c1cccc(-c2nnc(-c3cccnc3)o2)c1)N1CCCCC1 | 1.6
Cc1ccc(S(=O)(=O)NC(=O)NCc2ccc(Cl)cc2)cc1 | -4.5
Nc1nc(SCC(=O)Nc2ccccc2Sc2ccc(Cl)cc2)n[nH]1 | -5.9*
CCOC(=O)C1CCN(c2ncnc3c2cnn3-c2ccccc2)CC1 | -0.25

(further entries)
SMILES | Cav32 inh
CCOC(=O)C(NCc1ccccc1)(NC(=O)c1ccccc1)C(F)(F)F (configuration not stated) | -1.5
CCc1ccccc1NC1c2ccccc2C(=O)N1c1cc(C)ccn1 (configuration not stated) | -2.6
Cc1ccc(Cl)cc1NC(=O)c1cnn2c1NC(c1ccco1)CC2C(F)(F)F (configuration not stated) | -2.8
Clc1ccc(C2[C@H]3CN(Cc4cccnc4)[C@H](c4ccccc4)C34CC2(c2ccccc2)C4)cn1 (some centres not stated) | -1.4
CCOC(=O)c1c(NC(C)=O)sc2c(O)c(Br)ccc12 | 1.1
Cc1ccc2c(CN3CCCc4ccccc43)cc(=O)oc2c1C | 0.15
CC(C)=CCSc1nnc(CCNC(=O)OC(C)(C)C)o1 | 0.51
COc1cc(OC)cc(C(=O)N(CN2CCCC2=O)c2ccccc2OC)c1 | 0.64

Assay outcomes from PubChem BioAssay.
